# All columns: NCI-60 one-dose screen, growth in % after 48 h at 10 µM unless noted; 100 = growth as untreated, 0 = no growth, -100 = all killed.
# NCI-H460 – NCI-H460 lung cancer; actives 6.8% (n = 82,000); AID 1794736
# NCI-H522 – NCI-H522 lung cancer. actives 8% (n = 78,000). AID 1794739
# NCI-H322M – NCI-H322M lung cancer; actives 2.7% (n = 80,000)
# TK-10 – TK-10 renal cancer cells; AID 1794769; actives 3.9% (n = 81,000)
# UO-31 – UO-31 renal cancer. actives 5.2% (n = 81,000)
# ACHN – ACHN renal cancer; AID 1794771; actives 4.9% (n = 81,000)
# RXF 393 – RXF 393 renal cancer cells. actives 6.9% (n = 77,000)
# CAKI-1 – CAKI-1 renal cancer. actives 4.7% (n = 75,000). AID 1794772
# 786-0 – 786-0 renal cancer cells. actives 5.1% (n = 81,000)
# The depositor's hits bear a star; / = not tested or not shown; & = joins results of further samples. How the source made its calls: active means growth percent below 10; inactive means the rest. No enrichment for hits (roughly 11% active in at least one column).
SMILES,NCI-H460,NCI-H522,NCI-H322M,TK-10,UO-31,ACHN,RXF 393,CAKI-1,786-0
COc1ccc(OC)c(-c2cc(-c3ccccc3)c(C#N)c(SCc3ccccc3)n2)c1,77,60,90,/,89,58,72,/,79
O=C(O)c1ccc(COc2ccc([N+](=O)[O-])cc2Cl)cc1,107,108,99,104,93,101,141,99,104
Cn1c(=O)c2c(nc(Nc3ccc(F)cc3)n2CC(=O)Nc2ccc(S(N)(=O)=O)cc2)n(C)c1=O,101,91,102,125,74,97,104,85,106
COc1cc2nc(Cl)nc(N3CCN(S(=O)(=O)c4ccc(C)cc4)CC3)c2cc1OC,105,87,103,102,81,98,123,97,100
CCOC(=O)c1c(C)c[nH]c1Cc1[nH]cc(C)c1C(=O)OCC,105,69,91,102,82,105,101,78,89
O=C1/C(=C/c2cccc(Cl)c2)Cc2ccccc21,101,/,97,93,90,104,104,70,92
CN1C(=C2C(=O)OC(C)(C)OC2=O)CCC1C(=O)NCc1ccc(Cl)cc1Cl (stereo not drawn),100,54,107,94,85,97,108,95,103
CC(O)C(N)=O (stereo not drawn),105,102,108,108,97,104,107,96,99
Fc1cc2c(cc1Cl)N(c1ncnc3ccc(-c4ccc5n[nH]nc5c4)cc13)CC2,97,67,54,46,44,50,79,49,79
CC(=O)C1C(=O)C(=O)N(c2cccc([N+](=O)[O-])c2)C1=O (stereo not drawn),105,104,114,125,105,104,110,102,97
CN(C)CC(CN(C)C)C(O)c1ccccc1 (stereo not drawn),112,76,103,90,96,105,110,98,97
C[C@H](O)[C@H]1CCC(=O)[C@]23CC(=O)[C@@H]4C[C@@H](O)[C@@H](O)C[C@]4(C)[C@H]2CC[C@]13C,105,90,98,92,88,102,111,/,95
CCCCC[C@@H]1N=C(N)N[C@@H]2CC[C@H]1O2,103,104,100,97,90,97,97,94,89
CC(=O)Nc1ccc(S(=O)(=O)N/N=C\c2ccc(Cl)c(Cl)c2)cc1,101,/,/,93,/,99,123,91,113
Fc1cc(-c2nnc3sc(-c4ccc(Cl)cc4Cl)nn23)c(Cl)cc1Cl,58,87,90,109,73,74,65,87,60

# Next section, starting with the last six of the part before.
SMILES,NCI-H460,NCI-H522,NCI-H322M,TK-10,UO-31,ACHN,RXF 393,CAKI-1,786-0
CC(=O)C1C(=O)C(=O)N(c2cccc([N+](=O)[O-])c2)C1=O (stereo not drawn),105,104,114,125,105,104,110,102,97
CN(C)CC(CN(C)C)C(O)c1ccccc1 (stereo not drawn),112,76,103,90,96,105,110,98,97
C[C@H](O)[C@H]1CCC(=O)[C@]23CC(=O)[C@@H]4C[C@@H](O)[C@@H](O)C[C@]4(C)[C@H]2CC[C@]13C,105,90,98,92,88,102,111,/,95
CCCCC[C@@H]1N=C(N)N[C@@H]2CC[C@H]1O2,103,104,100,97,90,97,97,94,89
CC(=O)Nc1ccc(S(=O)(=O)N/N=C\c2ccc(Cl)c(Cl)c2)cc1,101,/,/,93,/,99,123,91,113
Fc1cc(-c2nnc3sc(-c4ccc(Cl)cc4Cl)nn23)c(Cl)cc1Cl,58,87,90,109,73,74,65,87,60
CC(=O)OC1CCC2(C)C(=CCC3C2CCC2(C)C(C(C)=O)CCC32)C1 (stereo not drawn),103,88,108,104,83,99,100,86,108
O=C(O)C1C2C=CC(C2)C1C(=O)Nc1cccc([N+](=O)[O-])c1 (stereo not drawn),105,94,109,104,88,107,101,102,103
Oc1ccccc1C=NCc1ccccc1,101,92,108,107,84,89,97,81,98
O=S1(=O)N=C(OC(CCl)CCl)c2ccccc21,106,90,100,122,82,92,95,116,101
Cc1cc(O)cc(O)c1N=NC1=NCCS1,115,90,98,135,90,97,123,/,97
COc1ccccc1/C=C/C=N/NC1=NC2C(S1)N(C)C(=O)N2C (stereo not drawn),11,-24*,52,76,49,46,-21*,31,44
NC(N)=NS(=O)(=O)c1ccc(NCc2nc3ccccc3c(=O)[nH]2)cc1,108,/,97,/,78,93,103,96,100
Cc1ccc(-c2noc(C)n2)cc1,106,99,/,107,84,105,94,95,102
O=CC(=O)C(C(=O)O)[N+](=O)[O-] (stereo not drawn),102,88,99,99,92,100,105,95,109
CCN(CC)c1ccc(C=O)c(OCc2cn(CC(=O)Nc3ccc(F)cc3)nn2)c1,104,96,107,132,95,88,78,97,93
O=C(Oc1cccnc1)c1ccsc1Nc1ccnc(C(F)(F)F)c1,105,45,104,95,92,107,105,73,108
O=C(Cc1ccccc1)c1ccccn1,101,97,117,114,86,100,96,97,101
O=C(N/N=C\c1ccc(O)cc1)c1ccc2nc(-c3ccc([N+](=O)[O-])cc3)[nH]c2c1,104,95,104,121,98,94,117,101,101
CC(C)(C)c1ccc(OCc2nc3ccccc3n2-c2cccc(NS(C)(=O)=O)c2)cc1,108&105,105&90,107&102,131&110,77&49,108&83,116&83,90&59,113&94
Nc1c(C(=O)Nc2ccccc2)sc2nc3c(cc12)CCCC3,11,30,57,72,45,51,-24*,27,57
O=c1cc(-c2ccccc2)[nH]c(-c2ccccc2)c1,105,81,81,101,80,103,97,67,94
N#C/C(=C\c1c[nH]c2ccccc12)C(=O)Nc1sc2c(c1C#N)CCCC2,102,95,100,124,83,97,126,93,105
Cc1cc(Cl)ccc1NC(=O)Nc1ccc(-c2ccc3c(c2)NC(=O)/C3=C\c2ccc[nH]2)cc1,67,103,99,115,78,99,122,99,105
CCOC(=O)c1nn(CC(O)c2ccccc2)c(NC(=O)Nc2ccc(F)cc2)c1C (stereo not drawn),94,83,96,101,92,91,92,87,94
C=CCN(CC=C)C1=CC(=O)C(=O)c2ccccc21,103,97,93,113,50,90,95,102,101
CCCN(CCC)C(=O)C(C)C,103,100,109,101,98,110,105,103,111
COc1cc2nc(SCc3cc(OC)c(OC)c(OC)c3)n(-c3ccccc3OC)c(=O)c2cc1OC,83,/,85,/,36,89,78,43,91
O=C(NC(=S)Nc1cc(-c2ccc(Cl)cc2)[nH]n1)c1cccs1,81,89,112,115,79,98,80,96,86
CCC(CC)(C(=O)O)C(=O)O,110,97,118,111,82,101,125,96,111
COc1ccc(/C=C/c2cc(O)cc(OC3OC(CO)C(O)C(O)C3O)c2)cc1O (stereo not drawn),112,68,98,108,82,79,27,87,98
CC(C)=CCc1ccc(O)c(=O)cc1C(C)C,5.0*,28,11,18,-10*,25,13,-8.3*,6.7*
O=C(Nc1ccc([N+](=O)[O-])cc1)C(=O)Nc1ccc([N+](=O)[O-])cc1,103,77,101,99,89,107,109,98,110
CNS(=O)(=O)c1cc(C)ccc1C,108,101,110,101,93,105,123,96,94
O=C(/C=C/c1cn(-c2ccccc2)nc1-c1ccccc1)NNC(=O)Nc1ccc(F)cc1,107,99,96,112,77,98,81,88,102
COc1cc2nc3cc([N+](=O)[O-])ccc3c(NCCCNCCO)c2cc1OC,-39*,-52*,-28*,-4.6*,49,2.9*,-59*,55,-39*

# Reformatted: results already given
molecule	NCI-H460	NCI-H522	NCI-H322M	TK-10	UO-31	ACHN	RXF 393	CAKI-1	786-0
Cc1cc(Cl)ccc1NC(=O)Nc1ccc(-c2ccc3c(c2)NC(=O)/C3=C\c2ccc[nH]2)cc1	67	103	99	115	78	99	122	99	105
CCC(CC)(C(=O)O)C(=O)O	110	97	118	111	82	101	125	96	111
C=CCN(CC=C)C1=CC(=O)C(=O)c2ccccc21	103	97	93	113	50	90	95	102	101

# (cont.)
SMILES,NCI-H460,NCI-H522,NCI-H322M,TK-10,UO-31,ACHN,RXF 393,CAKI-1,786-0
CCOC(=O)c1cc(I)c(N)c(I)c1,105,98,84,101,85,97,112,92,107
Oc1ccc(Cl)cc1-c1cc(-c2ccc(F)cc2)n[nH]1,42,61,68,114,38,74,73,50,86
CNC(=O)c1cc(-n2ccc3cc(NC(=S)Nc4ccccc4)ccc32)ccn1,101,98,95,105,93,112,104,101,94
O=c1[nH]c(=O)n(C2CC(O)C(CO)O2)cc1NCc1ccccc1 (stereo not drawn),107,98,111,108,82,105,98,101,104
Cc1ccc(NC(=O)CSc2nnc(-c3ccc(NC(=O)c4cccnc4)cc3)n2N)cc1,107,101,106,109,88,102,115,98,109
O=C1Nc2ccc([N+](=O)[O-])cc2C1=Nc1ccc(O)cc1,102,94,104,134,83,91,105,75,106
Cn1cnc2c(F)c(Nc3ccc(Br)cc3Cl)c(C(=O)NOCCO)cc21,60,44,11,34,41,52,15,40,71
O=C(CS(=O)(=O)c1ccc(Cl)cc1)Nc1ccccc1C(=O)O,111,111,108,99,93,112,114,101,102
COc1ccc(-c2cc3ccc(N(C)C)cc3nc2N)c(F)c1,32,31,67,49,39,57,32,/,48
CC(=O)Nc1cccc2cc(O)ccc12,105&103&114,84&109&101,116&110,98&100&123,75&90&95,100&109&104,105&98&123,94&129,99&104&109
CCCNC(=O)Oc1ccc(/C(=C(\C)c2ccccc2)c2ccc(OCCN3CCCCC3)cc2)cc1,67,103,83,90,47,91,64,66,36
COc1ccc(OC)c(Nc2nnc(-c3ccc(Cl)cc3)o2)c1,19,90,57,36,52,31,90,65,26
COc1nccc2cc3c(=O)n4c(cc5ccccc54)c(=O)n3c12,103,94,86,131,53,96,112,93,102
NS(=O)(=O)c1ccc(N2N=C(c3ccc(Cl)c(Cl)c3)CC2c2cn(-c3ccccc3)nc2-c2ccc(Cl)cc2)cc1 (stereo not drawn),73,77,116,106,51,97,78,90,97
C[C@H]1N=C(c2ccc(Br)cc2)Nc2nc3ccccn3c2C1=O,101,79,86,98,52,94,95,93,89
CCOC(=O)CCCCN1C(=O)S/C(=C\c2cc(OC)c(OC)c(OC)c2)C1=O,104,91,95,116,86,98,105,92,100
COc1cc(/C=C/C(=O)c2ccc(B(O)O)cc2)cc(OC)c1OC,71,77,/,102,73,76,41,83,106
NC(=O)CSCC(N)=O,108,102,95,103,101,101,116,96,98
CC1CCCN(C2CCN(S(=O)(=O)c3ccccc3)CC2)C1 (stereo not drawn),101,108,104,93,87,103,111,94,103
C#CC#CC#CC#CC#CC#CC#CC#CC[C@@H]1OC[C@@H](COC(=O)O[C@@H](C(=O)O[C@H]2C[C@@]3(O)[C@@H](OC(=O)c4ccccc4)[C@@H]4[C@]5(OC(C)=O)CO[C@@H]5C[C@H](O)[C@@]4(C)C(=O)[C@H](OC(C)=O)C(=C2C)C3(C)C)[C@@H](NC(=O)c2ccccc2)c2ccccc2)O1,100,92,23,123,35,27,-12*,81,16
O=C(Nc1ccc(Cl)cc1)c1cc(NCc2cc(O)ccc2O)ccc1O,99,-60*,95,97,52,90,67,99,96
CCCCOC(=O)C1CCCC1=O (stereo not drawn),111,82,96,92,91,105,139,99,97
COc1ccc(/C=N/c2n[nH]c(Nc3ccccc3)n2)cc1OC,107,94,102,103,96,106,115,94,102
Cc1nn(-c2ccccc2)nc1C(=O)Nc1ccccc1C(=O)NCC1CC1,27&94,92,77&111,83,57&96,20&92,77&105,38&98,35&110
COc1cc2oc(-c3ccc(O)cc3)cc(=O)c2c(O)c1I,101,86,108,109,93,99,138,97,100

# Compound activity from PubChem.
